From PubChem
HCMV antiviral – inhibitors of human cytomegalovirus | HFF cells, HCMV-luciferase reporter, 72 h; stronger effect = lower value | AID 1259415 | activity change, negative = inhibition, % at 57.5 µM | hit rate 4.5% among 410,000; in the data active means activity change below about -60%; inconclusive means no clear call, values can overlap the other calls; inactive means above about -39%
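Luciferase read-out from HCMV-luciferase-infected HFFs (MOI 1 PFU/cell) 72 h post infection at 37C; compounds added after 16 h cell attachment; activity normalized between buffer-only basal and Salinomycin (10uM) inhibitor controls.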
HCV inh – blocks hepatitis C virus | Huh7.5.1 HCVcc-Cre infection, luciferase reporter, 44 h | Potency, µM (doses to about 41.8 µM), for the others: at the top dose activity change, negative = inhibition, actives largely listed as inhibitors | hit rate 3.4% among 340,000 | AID 651820; further: potency means the concentration at half of the fitted maximal effect
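After 44 h co-culture of compound, cells and HCVcc-Cre (~0.5 moi), substrate is added for 15 min at room temperature and luciferase measured over 15 sec. Cells were seeded at 1,000/well and pre-cultured 4 h.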
AmpC inh detg – blocks E. coli AmpC beta-lactamase in detergent assay; P00811; AmpC hydrolysis of nitrocefin, absorbance 480 nm, 0.01% Triton; Potency, µM (series often up to 114 µM), inactives show at the highest dose activity change, negative = inhibition, hits mostly inhibitors; hit rate 0.041% among 370,000;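 further: potency means the concentration at half of the fitted maximal effect; 0% = no-compound wells and -100% = no-enzyme wells; nearly all actives have a fitted effect of over 25% in size; some results filed as inactive show a strong effect at the top dose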
Target sequence (P00811 whole entry, looked up): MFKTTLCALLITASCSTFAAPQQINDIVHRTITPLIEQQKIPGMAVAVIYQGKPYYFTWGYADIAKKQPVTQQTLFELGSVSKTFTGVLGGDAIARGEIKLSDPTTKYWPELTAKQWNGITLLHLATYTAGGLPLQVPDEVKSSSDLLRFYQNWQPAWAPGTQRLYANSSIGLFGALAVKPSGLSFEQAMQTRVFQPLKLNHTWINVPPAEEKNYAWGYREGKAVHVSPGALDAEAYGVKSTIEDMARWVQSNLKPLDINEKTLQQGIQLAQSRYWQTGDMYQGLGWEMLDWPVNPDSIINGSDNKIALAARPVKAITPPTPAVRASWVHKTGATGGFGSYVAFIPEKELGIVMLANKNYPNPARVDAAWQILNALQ
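20 mM phosphate pH 7.0 + 0.01% (detergent screen) or 0.0001% Triton X-100; 5.3 nM AmpC reagent; cpd preinc 15 min RT; nitrocefin (800 uM stock) to start; A480 q20 s × 4 min; Activity was normalised to no-enzyme and no-compound control wells.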
Sm TGR block – inhibitors of Schistosoma mansoni thioredoxin glutathione reductase; hit rate 3% among 360,000; purified TGR, DTNB reduction, TNB absorbance 405 nm; Q962Y6; Potency, µM (highest dose often 114 µM), without a hit: at the top dose activity change, negative = inhibition, usual class: inhibitors; further: potency means the concentration at half of the fitted maximal effect; nearly all actives have a fitted effect of over 60% in size
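Kinetic colorimetric format: TGR-catalysed, NADPH-driven DTNB reduction monitored via TNB absorbance. Enzyme dispensed at 20 nM; compound exposure 15 min at room temperature before reaction start.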
AmpC no deterg – AmpC beta-lactamase inhibition without detergent; P00811; AmpC nitrocefin hydrolysis, absorbance 480 nm, 0.0001% Triton; Potency, µM (series often up to 57.1 µM), inactives show at the highest dose activity change, negative = inhibition, most hits filed as inhibitors; hit rate 0.52% among 330,000;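 further: potency means the concentration at half of the fitted maximal effect; plate controls were no compound for no effect and no enzyme for full effect; nearly all actives have a fitted effect of over 20% in size; some results filed as inactive show a strong effect at the top dose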
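AmpC (5.3 nM in the dispensed reagent) in 20 mM phosphate pH 7.0 with 0.01% (detergent screen) or 0.0001% Triton X-100 was preincubated with compounds for 15 min at room temperature. Nitrocefin was then added from an 800 uM solution, and hydrolysis was followed at 480 nm.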
Giardia FBPA inh – blocks Giardia fructose-bisphosphate aldolase activity; Potency, µM (titrated, usually from 59.6 µM), for the others: top-dose activity, negative = inhibition, usual class: inhibitors; hit rate 0.71% among 290,000; AID 2451; purified Giardia FBPA; further: potency means the concentration at half of the fitted maximal effect; nearly all actives have a fitted effect of over 55% in size
Target sequence (A8B2U2 whole entry, looked up): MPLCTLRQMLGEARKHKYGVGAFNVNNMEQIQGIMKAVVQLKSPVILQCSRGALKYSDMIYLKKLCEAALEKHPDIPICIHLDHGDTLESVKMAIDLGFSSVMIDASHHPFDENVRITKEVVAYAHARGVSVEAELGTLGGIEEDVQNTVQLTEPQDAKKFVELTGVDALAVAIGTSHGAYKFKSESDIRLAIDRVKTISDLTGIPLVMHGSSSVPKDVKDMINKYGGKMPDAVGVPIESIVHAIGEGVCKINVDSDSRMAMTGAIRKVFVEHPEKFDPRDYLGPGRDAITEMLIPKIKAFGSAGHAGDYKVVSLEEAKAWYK
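Giardia FBPA (40 nM reagent) was preincubated 10 min at RT with compound (up to 57.5 uM final), then substrate plus GAPDH/TPI/NAD/arsenate coupling system with diaphorase/resazurin was added; resorufin fluorescence (525/598 nm) was read after 20 min.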
* = called active by the depositor; ? = inconclusive; nt = not tested or not shown; & = joins results of further samples; [ ] = dose if it differs, or a comment. Unless noted, the call rests on the fitted dose curve; in most records, active means well fitted curve in the direction sought with a large enough effect; inconclusive means small, poorly fitted or top-dose-only effect, or another doubt; inactive means no such curve, though single readings can be large; an effect the other way counts as inactive or inconclusive. Unless noted, on the % scale 0 is the no-effect control and ±100 the full control effect. The order is random, and some 9.9% of all compounds hit somewhere here.

SMILES	HCMV antiviral	HCV inh	AmpC inh detg	Sm TGR block	AmpC no deterg	Giardia FBPA inh
CCn1cc(/C=C(\NC(=O)c2ccccc2Cl)C(=O)N2CCOCC2)c2ccccc21	8	21%	-7%	5%	107%[activator]	-10%
COc1ccccc1NNC(=O)c1cc(C(C)(C)C)nn1Cc1ccccc1	22	-17%	-2%	-16%	-4%	-1%
CCCCn1c(N)c(N(CCOC)C(=O)COC(=O)COc2ccccc2C#N)c(=O)[nH]c1=O	3	17%	-3%	-2%	-13%	nt
CCOCCCNC(=O)/C(C#N)=C/c1ccc(C)o1	18	9%	-3%	40µM*	1%	-13%
Cc1ccc(Cl)cc1N1CCN(CCNC(=O)Nc2ccc(Cl)cc2)CC1	-90*	nt	26%	-1%	nt	nt
CCOc1ccc(-c2noc(CCC(=O)NC)n2)cc1OCC	12	-2%	?	5%	67%[activator]	0%
CCCCC1(Cc2ccc(OC)c([N+](=O)[O-])c2)C(=O)N(c2ccccc2)N(c2ccccc2)C1=O	?	?	3%	17%	-14%	-8%
Cc1[nH]n(-c2nc(-c3ccccc3)cc(=O)[nH]2)c(=O)c1CCO	-12	-1%	4%	-2%	-4%	?
COc1cc(C)c(Br)cc1S(=O)(=O)NCCN1CCOCC1	-25	-25%	?	6%	-9%[2.29 µM]	-1%
COc1ccc(Cl)cc1NC(=O)CCc1nnc2ccc(N3CCN(C)CC3)nn12	-4	2%	2%	-2%	37%	nt
C/C(=N\Nc1ccc([N+](=O)[O-])cc1)c1ccc(N)cc1	93	-20%	-11%	-36%	-28%	-4%
O=C(Cn1nnc(-c2ccccc2F)n1)Nc1ccc(C(=O)N2CCOCC2)cc1	40	22%	-7%	-11%	?	1%
O=C(NC1=C(NC2CCS(=O)(=O)C2)C(=O)c2ccccc2C1=O)c1ccccc1 (centres undefined)	-99*	?	-1%	nt	-42%	1.3µM*
O=C(Cn1c(=O)n(CCCS(=O)(=O)C2CCCCC2)c(=O)c2ccccc21)Nc1ccccc1C(F)(F)F	12	nt	6%	-4%	nt	nt
Cc1c(O)c2c3c(cccc3c1O)C(=O)N(c1ccccc1)C2=O	?	?	?	-6%	-27%	-5%
Cn1c(=O)c2c(nc(SCC(=O)NC34CC5CC(CC(C5)C3)C4)n2C)n(C)c1=O	9	1%	-4%	-14%	-17%	2%
c1ccc(Nc2c3c(nc4ccccc24)CCC3)cc1	?	?	-6%	-6%	1%[2.29 µM]	-1%
CCOC(=O)N1CCN(C(=S)Nc2ccc(C)cc2)CC1	9	-4%	-12%	-6%	2%	-7%
COc1cc(C(=O)N2CCC(n3c(C)nc4cc(F)ccc43)CC2)cc(OC)c1OC	29	19%	?	-7%	86%[activator]	2%
C=C1C(=O)O[C@H]2C1CC[C@@](C)(O)C13C=CC(C)(C21)C1(C3)C(=O)O[C@@H]2C3C(C)=CCC3[C@](C)(O)C[C@H](OC(C)=O)C21 (some centres undefined)	-90*	1%	4%	-33%	120%[activator]	4%
Cc1noc(C)c1S(=O)(=O)N(CC(=O)O)c1ccc2c(c1)OCO2	29	8%	-17%	-34%	-15%	-5%
O=C(Nc1ccc(F)c(F)c1)c1cc(S(=O)(=O)N2CCc3ccccc32)ccc1F	58	nt	-3%	3%	nt	nt
COc1ccc(N2CCN(S(=O)(=O)CCNC(=O)c3cccs3)CC2)cc1	?	6%	-8%	-9%	-11%	nt
CN(C)CCCNC(NC(=O)/C=C/c1ccccc1)C(Cl)(Cl)Cl (centres undefined)	19	?	5%	5%	-5%	3%
Oc1ccccc1-c1cc(-c2ccccc2Cl)[nH]n1	135	-23%	-2%	3%	nt	27%

(list continues)
SMILES	HCMV antiviral	HCV inh	AmpC inh detg	Sm TGR block	AmpC no deterg	Giardia FBPA inh
O=C(Nc1nnc(C2CC2)s1)c1cncc(Br)c1	41	11%	nt	nt	-24%	nt
CN(C(=O)COC(=O)c1ccc(Br)c([N+](=O)[O-])c1)c1c(N)n(Cc2ccccc2)c(=O)[nH]c1=O	9	17%	-13%	-18%	1%	nt
C=C(C)C1CC=C(C)/C(=N/NC(=O)c2ccc(NC(=O)CCC)cc2)C1 (centres undefined)	-15	-16%	?	-10%	-4%	0%
O=C(CSc1nc2[nH]ncc2c(=O)[nH]1)NCCc1ccccc1	-19	15%	1%	1%	-11%	3%
CN(c1ccccc1)S(=O)(=O)c1cccc(NC(=O)CSc2n[nH]c(N)n2)c1	?	?	-4%	7%	-48%	-5%
CCN(c1ccccc1)S(=O)(=O)c1ccc(C(=O)Nc2nnc(-c3ccco3)o2)cc1	-77*	?	6%	?	-32%	3%
Oc1ccccc1-c1nc(N2CCN(Cc3ccccc3)CC2)c2ccccc2n1	58	-7%	-12%	0%	-7%	1%
NC(=O)CSc1oc(-c2cccs2)nc1S(=O)(=O)c1ccccc1	?	6%&5%	-8%	-20%	-22%	0%
COc1ccc(C2(C(=O)NCCc3ccccc3)CCCC2)cc1	-16	-8%	-13%	-20%	3%	3%
Cc1ccc2nc(NCc3ccc(F)cc3)c3nncn3c2c1	-2&-8	4%	11%&9%	-8%&0%	-12%	4%
CC(=O)c1cc(-c2ccccc2)n(CCC(=O)NC2CCCCC2)c1C	?	5%	4%&-15%	5%&-2%	10%	4%
Cc1ccccc1C(=O)N1CCC(C(=O)OCc2ccccn2)CC1	12	15%	nt	nt	15%	nt
O=C(Nc1cc(C(=O)N2CCN(c3ccccc3O)CC2)ccc1Cl)c1cccs1	-28	?	?	-16%	-20%	nt
CCOc1ccc(CCNS(=O)(=O)c2cnc[nH]2)cc1OCC	-19	6.3µM*	-4%	-28%	-3%	-1%
COc1cccc(N2CCN(c3ccc4nnc(CCC(=O)Nc5ccc(F)cc5F)n4n3)CC2)c1	-22	-5%	-5%	-3%	11%	nt
CCCn1c(SCC(=O)Nc2cc(S(=O)(=O)N3CCOCC3)ccc2OC)n[nH]c1=O	-35	4%	0%	-20%	-1%	4%
CN1C(=O)Cc2cc(S(=O)(=O)CCC(=O)Nc3ccccc3)ccc21	8	nt	0%	1%	nt	nt
CC(OC(=O)c1ccc(Cl)nc1)C(=O)NC1(C#N)CCCCC1 (centres undefined)	-24	40%[activator]	?	-1%	-7%	nt
CC(C)CCN1CCN(Cc2ccc(C#CC(C)(C)O)s2)CC1CCO (centres undefined)	3	12%	-2%	-3%	0%	1%
Cc1ccc(C)c(S(=O)(=O)N2CCN(C(=O)C3CC3C)CC2)c1 (centres undefined)	40	11%	-6%	-3%	9%	nt
O=[N+]([O-])c1ccc(C2=NN(c3ccccc3)C(c3ccco3)C2)cc1 (centres undefined)	1	-2%	8%	?	-57%	-17%
COc1ccc(-c2n[nH]c3c2C(c2ccc(OC)c(OC)c2)N(c2ccccc2)C3=O)cc1 (centres undefined)	18	18%	-2%	-1%	11%	12%
O=S(=O)(Nc1ccc2c(c1)OCO2)c1cccs1	4	?	-12%	-33%	-24%	-21%
CCCOc1ccc(NC(=O)CC2C(=O)N(c3ccc(C)cc3)C(=O)N2C(C)C)cc1 (centres undefined)	20	nt	11%	5%	nt	nt
S=C(NCCc1ccccc1)Nc1ccc(N2CCCCC2)cc1	16	-22%	-3%	-14%	-33%	4%

One compound at a time (already shown). Screens in order: HCMV antiviral | HCV inh | AmpC inh detg | Sm TGR block | AmpC no deterg | Giardia FBPA inh
O=C(Nc1cc(C(=O)N2CCN(c3ccccc3O)CC2)ccc1Cl)c1cccs1 in the list: -28 | ? | ? | -16% | -20% | nt
CCOc1ccc(CCNS(=O)(=O)c2cnc[nH]2)cc1OCC in the list: -19 | 6.3µM* | -4% | -28% | -3% | -1%
CC(=O)c1cc(-c2ccccc2)n(CCC(=O)NC2CCCCC2)c1C in the list: ? | 5% | 4%&-15% | 5%&-2% | 10% | 4%
Oc1ccccc1-c1nc(N2CCN(Cc3ccccc3)CC2)c2ccccc2n1 in the list: 58 | -7% | -12% | 0% | -7% | 1%

Next section:
SMILES	HCMV antiviral	HCV inh	AmpC inh detg	Sm TGR block	AmpC no deterg	Giardia FBPA inh
Cc1cccc(NC(=O)C[n+]2ccc(N(C)C)cc2)c1	?	-3%	0%	26%	-6%	?
COc1ccc(CCNC(=O)CNC(=O)Cn2cnc3sc(C)c(C)c3c2=O)cc1OC	-14	-1%	3%	2%	57%	-1%
COc1ccccc1N=NC1=C(O)CC(C)(C)CC1=O	-33	-15%	-11%	-17%	-19%	4%
Fc1ccccc1OCc1nc(-c2ccc(-n3cccc3)cc2)no1	-1	nt	-3%	0%	nt	nt
O=C(NCC1CCN(C(=O)c2ccc([N+](=O)[O-])cc2)CC1)C(=O)Nc1ccccc1	-4	-14%	?	-1%	-19%	4%
COCCOC(=O)C1=C(C)NC2=C(C(=O)CCC2)C1c1ccc2c(c1)OCO2 (centres undefined)	15	15%	?	-11%	-7%	5%
O=C(Nc1ccc(F)cc1)N1CCCN(c2ccc(C(F)(F)F)cn2)CC1	-62*	?	6%	19%	4%	1%
O=C(NCc1ccccc1CN1CCCCC1)c1ccccc1N1CCCC1=O	8	17%	-5%	0%	-38%	nt
Cc1cc(Br)ccc1N=C1C(=O)Nc2ccccc21	29	-24%	6%	10%	-35%	10%
C[S+](CC[C@H](N)C(=O)O)C[C@H]1O[C@@H](n2cnc3c(N)ncnc32)[C@H](O)[C@@H]1O (some centres undefined)	nt	19%	-16%	-19%	-1%	nt
CCCCC(=O)Nc1cccc(NC(=O)C(C)C)c1	91	-19%	4%	-1%	-18%	-2%
CC1CCC2(CC1)SCC(=O)N2c1ccc(F)cc1 (centres undefined)	-20	12%	-8%	1%	10%	8%
Cc1noc(C)c1C(=O)N1CCc2ccccc21	9	2%	-4%	-5%	-8%	2%
COc1ccc(NC(=O)Nc2cccnc2)c(OC)c1	-18	-2%	?	-1%	-6%[2.29 µM]	0%
CC(C)(C)c1ccc(-c2nc(SCCCOc3ccccc3)n3[nH]c(=O)cc3n2)cc1	?	nt	-3%	-15%	nt	nt
Cc1ccc(NC(=O)NN(C)c2c(Cl)c(Cl)nn2C)cc1	-32	-24%	3%	55%[activator]	-7%	9%
COc1cc(-c2nnc(SCC(=O)Nc3ccc4c(c3)OCCO4)o2)cc(OC)c1OC	8	-27%	-17%	0%	23%	1%
Cc1ccc(CNC(=O)c2cc(S(=O)(=O)N3CCCC(C)C3)cn2C)cc1 (centres undefined)	11	nt	12%	4%	nt	nt
CCn1c(=NC(=O)CN2C(=O)CCC2=O)sc2c(OC)ccc(OC)c21	-9	?	4%	0%	-5%	-2%
COC(=O)CNC(c1ccccc1Cl)c1cc(Br)ccc1NS(=O)(=O)c1ccc(C)cc1 (centres undefined)	-70*	?	-5%	-3%	-15%	-1%
COc1ccc(CCN2CC(C(=O)NCCN3CCNC3=O)CCC2=O)cc1 (centres undefined)	-19	28%	-5%	7%	4%	6%
COc1ccc(S(=O)(=O)N2CCOCC2)cc1NC(=O)c1ccc(Cl)cc1	5	65%[activator]	?	1%	-13%	nt
CC(C)C(=O)NNS(=O)(=O)c1ccccc1[N+](=O)[O-]	69	4%	-12%	3%	-13%	-6%
O=S(=O)(c1cccc2cccnc12)N1CCN(Cc2ccc3c(c2)OCO3)CC1	?	4%	?	-13%	-2%	-2%
